NCI-60 one-dose screen, 48 h, at 10 µM unless noted. Numbers give growth in % (100 = growth as untreated, 0 = no growth, -100 = all killed).
OVCAR-4 – OVCAR-4 ovarian cancer cells; 80,000 compounds, 3.7% hits; AID 1794784
DU-145 – DU-145 prostate cancer. 81,000 compounds, 4.2% hits
IGROV1 – IGROV1 ovarian cancer | 79,000 compounds, 4.7% hits
OVCAR-8 – OVCAR-8 ovarian cancer. 81,000 compounds, 4.4% hits. AID 1794782
OVCAR-5 – OVCAR-5 ovarian cancer; 82,000 compounds, 2.9% hits
OVCAR-3 – OVCAR-3 ovarian cancer; 79,000 compounds, 7% hits; AID 1794787
PC-3 – PC-3 prostate cancer cells; 80,000 compounds, 3.9% hits; AID 1794754
SK-OV-3 – SK-OV-3 ovarian cancer cells; 80,000 compounds, 3.2% hits
Active calls of the source: *; / = not tested or not shown. The calls were made as follows: active = growth percent below 10; inactive = the rest.

SMILES	OVCAR-4	DU-145	IGROV1	OVCAR-8	OVCAR-5	OVCAR-3	PC-3	SK-OV-3
COc1cccc(NC(=O)Nc2cccc(-c3ccc(=O)[nH]n3)c2)c1	106	108	100	84	113	107	95	100
CCN(CC)CC(O)CNc1c2ccc(Cl)cc2nc2ccc(OC)cc12 (stereo unspecified)	-4.5*	-26*	-25*	-40*	-25*	-24*	17	/
Cc1ccc(-c2cc(Cc3cccs3)c(=O)n(Cn3cnc4nc[nH]c4c3=O)n2)cc1	108	115	117	91	92	116	/	102
CC(C)c1ccc(-n2c(=S)[nH]c3sc4cc(O)ccc4c3c2=O)cc1	111	104	91	102	100	104	100	112
CC(C)=CC(=O)N[C@@H]1CC2CCC3C(CC[C@@]4(C)C3CC[C@@H]4C(C)N(C)C)[C@@]2(C)C[C@@H]1O (stereo partly specified)	12	74	62	82	81	46	45	81
CCOC(=O)CCc1c[nH]c2ccccc12	107	108	89	97	97	102	92	91
NC(=O)Oc1ccc(Cc2ccccc2)cc1	90	114	108	105	104	112	93	108
Cc1nc2ccccc2nc1CSc1nc2ccccc2c(=O)[nH]1	88	94	87	85	84	103	92	99
[O-][n+]1cccc2cccc(O)c21	110	112	77	105	109	98	107	93
CNC(=O)c1c(NC(=O)c2ccc(C(C)(C)C)cc2)sc2cc(O)ccc12	76	73	57	62	94	79	50	84
O=C(Cn1c2ccccc2c2cnc3[nH]ccc3c21)N1CCOCC1	114	111	103	98	89	105	95	105
O=C(CSc1ccc(-c2ccc(Br)cc2)nn1)Nc1nc2ccccc2[nH]1	93	104	80	115	83	105	101	118
CNc1ccc(CSc2ccccc2)cc1	83	119	107	114	113	110	100	119
CC(C)(C)CC(C)(C)Nc1c(-c2ccc(-c3ccccc3)cc2)nc2cnccn12	-26*	95	66	70	88	90	65	76
O=C(O)CNC(=O)c1nc(-c2ccccc2)n(-c2ccccc2)n1	109	108	103	105	110	101	/	85
c1ccc(Cn2nc(OCCN3CCCCC3)c3ccccc32)cc1	102	115	99	103	118	103	89	101
COc1cc(-c2nc3ccccc3[nH]2)ccc1OCC(=O)N=Nc1c(O)[nH]c2ccccc12	76	100	93	49	109	80	64	101
CS(=O)(=O)OCCC(=O)N1CCN(C(=O)CCOS(C)(=O)=O)CC1	107	119	/	91	104	106	95	105
Cn1ccnc1C(=O)/C=C/c1ccc(CCC(=O)Nc2ccc(F)cc2)cc1	100	42	96	80	95	63	45	100
CC1CCCC(CC(N)=O)CC1 (stereo unspecified)	108	117	114	89	104	102	79	107

Full records as entered above:
CNc1ccc(CSc2ccccc2)cc1 across the screens: OVCAR-4 = 83; DU-145 = 119; IGROV1 = 107; OVCAR-8 = 114; OVCAR-5 = 113; OVCAR-3 = 110; PC-3 = 100; SK-OV-3 = 119
Cc1nc2ccccc2nc1CSc1nc2ccccc2c(=O)[nH]1 across the screens: OVCAR-4 = 88; DU-145 = 94; IGROV1 = 87; OVCAR-8 = 85; OVCAR-5 = 84; OVCAR-3 = 103; PC-3 = 92; SK-OV-3 = 99

The listing continues.
SMILES	OVCAR-4	DU-145	IGROV1	OVCAR-8	OVCAR-5	OVCAR-3	PC-3	SK-OV-3
COC(=O)CCCNS(=O)(=O)c1cc(C(=O)Nc2ccc(NC(=O)c3cc(S(=O)(=O)NCCCC(=O)OC)c(O)c(O)c3O)cc2)c(O)c(O)c1O	98	98	100	74	107	102	83	84
COc1c(O)cccc1/C=N/NC(=O)Cn1c(C)nc2c(c(C)nn2-c2ccccc2)c1=O	92	100	101	99	100	104	83	100
Fc1cccc(Cl)c1Cn1c(-c2cncs2)nc2ccccc21	73	96	96	85	105	85	66	101
CCCCN(CC)CCCCCCCCCCN1CCCc2cc(OC)ccc21	101	48	/	88	79	14	30	89
C=CC(O)CN (stereo unspecified)	106	106	122	98	115	118	110	112
Cc1ccc(CS/C(=C\c2ccc([N+](=O)[O-])cc2)C(=O)c2ccc(F)cc2)cc1	61	91	58	57	98	60	41	79
CCOC(=O)c1nn(-c2ccccc2)c(=O)c2c(N)c(C(=O)OC)c(C(=O)OC)cc12	82	108	89	101	98	96	90	/
CCN(CC)CC(O)c1c(OC)ccc2ccccc12 (stereo unspecified)	100	109	121	106	115	111	100	117
O=C(CCN1CCCCC1)CCN1CCCCC1	115	111	101	99	108	104	97	99
O=C1C(c2[nH]c3ccccc3c2O)=Nc2ccccc21	85	123	55	100	107	110	90	100
CCCCCCCCS(=O)(=O)Nc1ccc(C(=O)O)cc1	94	106	98	96	100	112	101	99
CCn1c(O)c(N=Nc2ccc(S(N)(=O)=O)cc2)c2ccccc21	103	102	87	97	109	105	96	106
CC(C)CCC[C@@H](C)[C@H]1CC[C@H]2[C@@H]3CC=C4c5sc(Nc6ccccc6[N+](=O)[O-])nc5CC[C@]4(C)[C@H]3CC[C@]12C	106	105	99	102	104	106	96	97
NS(=O)(=O)c1ccc(Nc2nc(NNC(=O)CBr)nc(Nc3ccccc3)n2)cc1	101	104	89	99	106	/	100	100
O=S(=O)(c1cc(Cl)c(Cl)cc1Cl)N(CCCCCN(S(=O)(=O)c1cc(Cl)c(Cl)cc1Cl)S(=O)(=O)c1cc(Cl)c(Cl)cc1Cl)S(=O)(=O)c1cc(Cl)c(Cl)cc1Cl	106	102	102	103	103	109	99	100
CCN(CC)C(=O)/C(C)=C(\C)c1ccccc1	102	110	112	108	115	109	96	102
CCc1nnc(Nc2ccc(Br)cc2)o1	95	105	99	103	99	112	92	/
COc1ccc2[nH]cc(-c3cc4nc(-c5cn(C)c6ncc(Br)cc56)cc(N)n4n3)c2c1	-37*	-71*	-77*	-55*	-84*	-67*	-39*	-43*
C(=C\c1cc2ccccc2o1)/c1cc(/C=C/c2cc3ccccc3o2)n(-c2ccccc2)n1	99	107	78	95	93	103	78	97
CCCCC1(CC)COC(c2ccc(Cl)cc2)OC1 (stereo unspecified)	103	109	91	111	96	97	101	94

7 compounds drawn at random from the list so far, as already listed:
SMILES	OVCAR-4	DU-145	IGROV1	OVCAR-8	OVCAR-5	OVCAR-3	PC-3	SK-OV-3
NS(=O)(=O)c1ccc(Nc2nc(NNC(=O)CBr)nc(Nc3ccccc3)n2)cc1	101	104	89	99	106	/	100	100
Cc1ccc(CS/C(=C\c2ccc([N+](=O)[O-])cc2)C(=O)c2ccc(F)cc2)cc1	61	91	58	57	98	60	41	79
COc1c(O)cccc1/C=N/NC(=O)Cn1c(C)nc2c(c(C)nn2-c2ccccc2)c1=O	92	100	101	99	100	104	83	100
C(=C\c1cc2ccccc2o1)/c1cc(/C=C/c2cc3ccccc3o2)n(-c2ccccc2)n1	99	107	78	95	93	103	78	97
COC(=O)CCCNS(=O)(=O)c1cc(C(=O)Nc2ccc(NC(=O)c3cc(S(=O)(=O)NCCCC(=O)OC)c(O)c(O)c3O)cc2)c(O)c(O)c1O	98	98	100	74	107	102	83	84
CCCCN(CC)CCCCCCCCCCN1CCCc2cc(OC)ccc21	101	48	/	88	79	14	30	89
CC(C)CCC[C@@H](C)[C@H]1CC[C@H]2[C@@H]3CC=C4c5sc(Nc6ccccc6[N+](=O)[O-])nc5CC[C@]4(C)[C@H]3CC[C@]12C	106	105	99	102	104	106	96	97

Additional entries.
SMILES	OVCAR-4	DU-145	IGROV1	OVCAR-8	OVCAR-5	OVCAR-3	PC-3	SK-OV-3
CSc1cc(=O)[nH]cn1	113	108	114	96	98	107	94	85
COc1cc(/C=N/n2cnc3oc(-c4ccccc4)cc3c2=N)ccc1O	102	102	89	100	104	114	90	94
COc1cc(C2=NN(C=O)C(c3cccc(Nc4ccnc5cc(C(F)(F)F)ccc45)c3)C2)cc(OC)c1OC (stereo unspecified)	59	40	67	62	102	55	32	82
CCC(=O)Nc1ccc(C(=O)c2ccccc2)cc1	105	127	108	99	116	115	91	124
COc1ccc(S(=O)(=O)n2ccc(-c3ccc(OC(C)C)cc3)n2)cc1	68	94	91	95	81	90	73	/
Nc1cc(Cl)cc(S(=O)(=O)O)c1O	103	132	119	108	97	122	91	104
N/C(=N\c1nc2ccccc2s1)NC(=O)Nc1cccc2ccccc12	61	23	34	33	41	-14*	24	40
CC1(N=Cc2cc(Cl)ccc2O)COP(=O)(NC2CCCC2)OC1 (stereo unspecified)	98	115	114	103	95	109	101	94
CCOC(=O)C(C#N)C(=N)CC(=O)O (stereo unspecified)	107	112	/	94	102	108	97	105
O=C(/C=C/c1ccccc1)Nc1ccc(-c2nc3ccccc3c(=O)[nH]2)cc1	102	107	100	90	86	88	91	82
Nc1nc(Nc2ccc(Cl)cc2)c2c(n1)-c1ccoc1CC2	102	93	96	97	98	94	94	90
NC(=S)NC(=S)Nc1ccccc1	98	103	96	103	98	/	94	113
COc1ccc2sc(NCN3N=C(C)CC3=O)nc2c1	114	118	100	103	110	114	96	102
O=S(=O)(NC1C2c3ccccc3C(c3ccccc32)C1O)c1ccc(Cl)c(Cl)c1 (stereo unspecified)	111	98	97	106	102	114	88	113
O=C(CSc1nc2ccccc2c(=O)n1-c1ccc(Cl)cc1)N/N=C/c1ccc(Oc2ccc(Br)cc2)cc1	113	113	116	105	114	113	96	119
CCOC(=O)c1cc(Cl)cc(C(=O)OCC)n1	114	122	103	112	116	114	106	110
COc1ccc(/C=C(\C#N)n2nnc3cc(Cl)ccc32)cc1	25	-15*	3.9*	13	-34*	-36*	19	44
COc1cccc(-c2nc3sccn3c2-c2ccnc(NCCNS(=O)(=O)c3ccc(F)cc3)c2)c1	22	26	29	20	49	42	16	44
O=[N+]([O-])c1cccc(C[P+](c2ccccc2)(c2ccccc2)c2ccccc2)c1	83	106	63	98	91	77	71	98
CCCc1c(C)nc2scc(-c3ccccc3)n2c1=O	105	110	95	105	107	109	98	93
Nc1cc(O)cc2cccnc12	105	107	53	81	107	89	79	83

From PubChem BioAssay
